GLD-1 TGE inh: GLD-1/TGE RNA complex disruptors, primary screen, biochemical, fluorescence polarization; AID 2280, 2010; purified GLD-1 + fluorescein TGE RNA; actives 0.44% (n = 320,000); inhibition, % at 5.96 µM; Female germline-specific tumor suppressor gld-1 (Caenorhabditis elegans), Q17339;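 active = percent inhibition above a per-plate cutoff, the plate mean of test compounds plus 3 SD, cut at about 30% in these data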;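 also: 0% = DMSO wells with GLD-1 and probe and 100% = wells lacking GLD-1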
GRK2 aptamer HTS: compounds blocking aptamer binding on GRK2 – biochemical, human GRK2, bead flow cytometry, HTS, primary screen | Beta-adrenergic receptor kinase 1 (Homo sapiens), P25098 | FAM-aptamer displacement from GRK2 | inhibition of aptamer binding, % at 10 µM | actives 0.59% (n = 330,000) | AID 488847, 2010;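 active = inhibition of aptamer binding above 40%, roughly 3 SD of noise, on plates passing a quality check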;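 also: median bead fluorescence of bound FAM aptamer so fluorescent compounds give negative values; no value below 0 was filed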
AGP1 TOR yeast: modulators of AGP1-GFP expression in yeast TOR pathway, primary screen, cell-based, multiplex flow cytometry, S. cerevisiae, MLPCN library; GFP response vs DMSO, % at 10 µM; 3 h; GFP as percent of DMSO wells; actives 0.02% (n = 320,000);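 active = GFP response relative to DMSO above a set limit, near screen average plus 3 SD, cut at about 150% in these data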;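 also: median GFP channel fluorescence of the gated AGP1 strain per well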
Bcl-xL primary: inhibitors of human Bcl-xL, primary screen, biochemical, fluorescence polarization, HTS | GST-Bcl-xL / FITC-Bim BH3 peptide fluorescence polarization | actives 0.7% (n = 320,000) | inhibition, % at 10.9 µM | AID 2129, 2009 | Bcl-2-like protein 1 (Homo sapiens), Q07817;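 active = inhibition above the mean of all tested compounds plus 3 SD, cutoff set per campaign, cut at about 30% in these data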;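 also: 0% = DMSO wells and 100% = unlabeled Bim-BH3 peptide competitor; inhibitors lower millipolarization by displacing the labeled peptide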
Target sequence (Q07817 whole entry, looked up): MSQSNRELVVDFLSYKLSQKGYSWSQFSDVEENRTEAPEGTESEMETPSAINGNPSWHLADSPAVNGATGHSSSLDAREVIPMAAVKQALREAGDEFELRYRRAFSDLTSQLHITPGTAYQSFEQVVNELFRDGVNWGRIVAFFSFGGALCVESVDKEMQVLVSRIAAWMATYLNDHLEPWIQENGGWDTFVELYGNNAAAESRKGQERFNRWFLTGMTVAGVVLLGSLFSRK
Fam108B counter: mouse Fam108B serine hydrolase inhibitors, primary screen, counter-screen for RBBP9 inhibitor project, biochemical, fluorescence polarization; recombinant Fam108B, FP-Rh probe fluorescence polarization; actives 0.33% (n = 300,000); inhibition, % at 9.51 µM;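 active = inhibition above the screen mean inhibition plus 3 SD, computed separately per campaign, cut at about 18% in these data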;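 also: inhibitors lower polarization as less probe binds the enzyme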
VLA-4 inh: inhibition in human VLA-4 binding assay, primary screen, VLA-4 allosteric modulator project, MLPCN library, flow cytometry, VLA-4 expressing cells; inhibition, % (about 7 µM as worked out from the volumes in the protocol); Integrin alpha-4 (Homo sapiens), P13612; actives 0.2% (n = 330,000); ligand binding flow cytometry; in the data active = inhibition above about 50%
CIT2 TOR yeast: modulators of CIT2-GFP expression in yeast, primary screen, S. cerevisiae, GFP fusion, multiplex flow cytometry, MLPCN library; GFP response vs DMSO, % at 10 µM; actives 0.065% (n = 320,000); S. cerevisiae CIT2-GFP strain, 3 h; 100 means same as DMSO wells;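 active = GFP response relative to DMSO above a set limit, near the screen mean plus 3 SD, cut at about 150% in these data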;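 also: ratio of well median GFP fluorescence to mean of DMSO wells on the plate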
MCL1 BIM primary: inhibitors of MCL1 binding to BIM-BH3, primary screen, biochemical, fluorescence polarization | Induced myeloid leukemia cell differentiation protein Mcl-1 (Homo sapiens), Q07820 | GST-MCL1 / FITC-Bim-BH3 fluorescence polarization | inhibition, % at 10.9 µM | actives 0.68% (n = 320,000) | AID 2057, 2009;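 active = inhibition above the mean inhibition of all tested compounds plus 3 SD, set per campaign, cut at about 40% in these data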;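 also: 0% = DMSO wells and 100% = unlabeled Bim-BH3 peptide control; higher means more loss of mP so more displacement of Bim peptide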
MEX-5 binding: MEX-5 zinc finger RNA-binding disruptors – biochemical, C. elegans, fluorescence polarization, MLPCN library, primary screen; Zinc finger protein mex-5 (Caenorhabditis elegans), Q9XUB2; MEX-5/FITC-TCR2 RNA binding; active compounds read low; activity score (negative = inhibition of binding), % at 10 µM; actives 0.38% (n = 300,000);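 active = inhibition past about -25% in most replicates, and total fluorescence under double the plate's negative control median, limit read from the data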;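 also: 0% = DMSO and -100% = 5 µM competing unlabeled TCR2 RNA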
Target sequence (Q9XUB2 whole entry, looked up): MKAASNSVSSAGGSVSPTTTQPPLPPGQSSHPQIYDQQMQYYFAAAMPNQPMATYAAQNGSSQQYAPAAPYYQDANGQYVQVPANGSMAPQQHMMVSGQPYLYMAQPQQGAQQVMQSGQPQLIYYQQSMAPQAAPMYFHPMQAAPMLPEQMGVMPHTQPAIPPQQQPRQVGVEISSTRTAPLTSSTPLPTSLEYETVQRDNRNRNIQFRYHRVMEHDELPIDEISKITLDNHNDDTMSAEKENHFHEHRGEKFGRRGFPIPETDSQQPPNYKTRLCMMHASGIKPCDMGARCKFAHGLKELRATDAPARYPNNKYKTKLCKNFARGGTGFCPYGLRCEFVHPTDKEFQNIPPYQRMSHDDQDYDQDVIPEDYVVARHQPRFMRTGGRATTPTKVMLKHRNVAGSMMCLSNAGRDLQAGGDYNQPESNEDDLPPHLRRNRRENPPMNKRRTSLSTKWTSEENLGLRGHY
Active calls of the source: *; · = not tested or not shown. Compounds as they come. About 2.2% of those tested had a hit in this group.

| Molecule | GLD-1 TGE inh | GRK2 aptamer HTS | AGP1 TOR yeast | Bcl-xL primary | Fam108B counter | VLA-4 inh | CIT2 TOR yeast | MCL1 BIM primary | MEX-5 binding |
| --- | --- | --- | --- | --- | --- | --- | --- | --- | --- |
| CCCS(=O)(=O)n1nc(-c2ccc(OC)cc2)cc1N | 0.2 | 3.0 | 102.4 | -1.6 | 2.1 | -6.6 | 104.6 | -2.1 | 0.4 |
| Nn1c(Cc2cccc3ccccc23)nnc1SCc1ccc(Cl)c(Cl)c1 | 7.2 | 1.0 | 103.6 | 1.8 | -8.1 | -107.5 | 96.4 | 3.4 | 0.2 |
| S=C(Nc1ccc(Oc2ccccc2)cc1)NC1CCCCCC1 | 8.6 | 1.0 | 94.7 | 4.0 | -13.0 | 26.5 | 83.0 | 7.4 | -0.9 |
| Cc1cc(C)cc(NC(=O)C2CC(=O)n3ncnc3N2)c1 (centres undefined) | 6.1 | 0.0 | 101.3 | 5.7 | 3.4 | 10.1 | 92.2 | 3.6 | 1.8 |
| CC(Oc1ccc(F)cc1)C(=O)Nc1nc(-c2ccccn2)cs1 (centres undefined) | 5.2 | 0.0 | 98.7 | -8.0 | -0.9 | -3.1 | 96.4 | -6.2 | 1.5 |
| O=C(COc1ccccc1[N+](=O)[O-])N/N=C/c1ccccn1 | 7.2 | 3.0 | 101.8 | 2.0 | -0.8 | 8.7 | 99.3 | 7.6 | -1.2 |
| CCOC(=O)C1=C(C)NC(=O)NC1c1ccc2c(c1)OCO2 (centres undefined) | -3.3 | 2.0 | 101.5 | 7.0 | 0.6 | -6.2 | 101.7 | 2.6 | 1.3 |
| CC1(C)CC(=O)C2=C(C1)NC(=O)NC2c1ccccc1 (centres undefined) | 5.5 | 47.0* | 84.1 | -0.4 | -2.1 | -9.1 | 81.0 | -1.8 | -0.1 |
| CCOC(=O)/C(=C/c1ccco1)NC(=O)c1ccc(Br)o1 | 15.9 | 8.0 | 95.2 | 14.1 | -1.2 | 38.0 | 99.5 | 17.9 | 2.0 |
| CCN(CC)c1ccc(C=C2C(=O)OC3(CCCC3)OC2=O)cc1 | -2.1 | 4.0 | 90.5 | -11.6 | -10.8 | -27.5 | 128.8 | -40.6 | 25.5 |
| CCCCn1c(N)c(N(CC(C)C)C(=O)CSCc2ccc(Cl)c(Cl)c2)c(=O)[nH]c1=O | -0.3 | 4.0 | 101.9 | 1.6 | -3.3 | -4.7 | 90.6 | -6.2 | 2.2 |
| COc1ccc(Cl)cc1NC(=O)c1noc2c1CCCC2 | -0.2 | 2.0 | 102.8 | 6.2 | -3.2 | 6.8 | 92.4 | -0.3 | 1.9 |

2 entries from above, as labelled records.
CCOC(=O)/C(=C/c1ccco1)NC(=O)c1ccc(Br)o1
  GLD-1 TGE inh = 15.9
  GRK2 aptamer HTS = 8.0
  AGP1 TOR yeast = 95.2
  Bcl-xL primary = 14.1
  Fam108B counter = -1.2
  VLA-4 inh = 38.0
  CIT2 TOR yeast = 99.5
  MCL1 BIM primary = 17.9
  MEX-5 binding = 2.0

Cc1cc(C)cc(NC(=O)C2CC(=O)n3ncnc3N2)c1 (centres undefined)
  GLD-1 TGE inh = 6.1
  GRK2 aptamer HTS = 0.0
  AGP1 TOR yeast = 101.3
  Bcl-xL primary = 5.7
  Fam108B counter = 3.4
  VLA-4 inh = 10.1
  CIT2 TOR yeast = 92.2
  MCL1 BIM primary = 3.6
  MEX-5 binding = 1.8

The listing continues.
| Molecule | GLD-1 TGE inh | GRK2 aptamer HTS | AGP1 TOR yeast | Bcl-xL primary | Fam108B counter | VLA-4 inh | CIT2 TOR yeast | MCL1 BIM primary | MEX-5 binding |
| --- | --- | --- | --- | --- | --- | --- | --- | --- | --- |
| O=C(N/N=C1/CCCc2ccccc21)c1cc([N+](=O)[O-])cc([N+](=O)[O-])c1 | -1.6 | 1.0 | 88.8 | -6.8 | 4.4 | -1.6 | 87.0 | -3.8 | -0.3 |
| COc1ccc(OCCNS(=O)(=O)c2ccc3oc4ccccc4c3c2)cc1 | 9.4 | 2.0 | 96.2 | 3.7 | -3.2 | 3.2 | 92.1 | 0.6 | 2.2 |
| C(=N\c1nc2ccccc2n1CCN1CCOCC1)/c1cccs1 | 6.5 | 2.0 | 107.8 | 1.7 | 0.3 | -5.1 | 110.0 | -2.9 | 1.2 |
| CCC(C)NC(=O)COC(=O)c1cccnc1Nc1ccccc1F (centres undefined) | 6.0 | 0.0 | 91.7 | 1.8 | 4.7 | 14.1 | 98.4 | 10.1 | 2.3 |
| Cn1c2c(c(=O)n(C)c1=O)C(NC(=O)C(C)(C)C)(C(F)(F)F)C(=O)N2 (centres undefined) | 13.3 | 1.0 | · | 2.8 | 0.8 | -5.6 | 102.1 | 0.4 | 1.7 |
| O=S(=O)(c1ccc(S(=O)(=O)n2cnc3ccccc32)cc1)N1CCCCCC1 | -4.2 | 1.0 | 102.4 | 1.2 | -2.1 | 4.9 | 98.0 | 0.6 | 1.0 |
| O=C(COC(=O)CNC(=O)c1ccccc1)Nc1ccc2c(c1)OCO2 | 6.9 | 0.0 | 91.9 | 0.8 | 2.1 | 5.0 | 100.7 | -4.3 | 0.4 |
| O=C(NNC(=O)c1ccc(Cn2cccn2)o1)NC12CC3CC(CC(C3)C1)C2 | · | 7.0 | 99.2 | · | · | -3.6 | 105.8 | · | -2.8 |
| CC(C)CC1=NN(C(=O)c2cccnc2)C(O)(C(F)(F)F)C1 (centres undefined) | 4.8 | 1.0 | 102.5 | -1.3 | -0.1 | 16.1 | 103.2 | 0.7 | 1.3 |
| Cc1ccc(/C=c2/sc3n(c2=O)CCCN=3)o1 | 5.7 | 0.0 | 107.8 | 8.6 | -0.9 | -4.7 | 110.7 | -2.9 | -7.2 |
| CC(=O)c1ccc(N2CCN(C(=O)C(=O)c3cn(CC(=O)N4CCCCCC4)c4ccccc34)CC2)cc1 | -3.8 | 16.0 | 97.9 | 3.6 | 0.8 | -3.3 | 107.9 | 3.0 | -10.9 |
| Cc1ccc(CNCC(=O)Nc2cccc(S(=O)(=O)NC3=NCCCCC3)c2)cc1 | 6.8 | 0.0 | 112.8 | 5.8 | 2.1 | 9.6 | 113.8 | 6.5 | 0.5 |
| CCOC(=O)C1CCCN(C(=S)NC2CCCCC2)C1 (centres undefined) | -3.6 | 0.0 | 93.1 | -1.0 | 4.4 | -3.3 | 101.8 | 10.2 | -4.0 |

Full records from above. Values in the order: GLD-1 TGE inh, GRK2 aptamer HTS, AGP1 TOR yeast, Bcl-xL primary, Fam108B counter, VLA-4 inh, CIT2 TOR yeast, MCL1 BIM primary, MEX-5 binding
`CC(=O)c1ccc(N2CCN(C(=O)C(=O)c3cn(CC(=O)N4CCCCCC4)c4ccccc34)CC2)cc1` is listed as -3.8, 16.0, 97.9, 3.6, 0.8, -3.3, 107.9, 3.0, -10.9
`CCC(C)NC(=O)COC(=O)c1cccnc1Nc1ccccc1F` (centres undefined) is listed as 6.0, 0.0, 91.7, 1.8, 4.7, 14.1, 98.4, 10.1, 2.3
`C(=N\c1nc2ccccc2n1CCN1CCOCC1)/c1cccs1` is listed as 6.5, 2.0, 107.8, 1.7, 0.3, -5.1, 110.0, -2.9, 1.2
`O=S(=O)(c1ccc(S(=O)(=O)n2cnc3ccccc32)cc1)N1CCCCCC1` is listed as -4.2, 1.0, 102.4, 1.2, -2.1, 4.9, 98.0, 0.6, 1.0
`Cc1ccc(/C=c2/sc3n(c2=O)CCCN=3)o1` is listed as 5.7, 0.0, 107.8, 8.6, -0.9, -4.7, 110.7, -2.9, -7.2

Screening results from PubChem BioAssay.
